# SIRT5 inh: sirtuin-5 (human) deacylase inhibition; Q9NXA8; Purified SirT5, succinyl-peptide AMC, trypsin-coupled fluorescence; inhibition, % at 15 µM; actives 1.1% (n = 330,000); AID 652115; in the data active = inhibition above about 15%
# Target sequence (Q9NXA8 whole entry, looked up): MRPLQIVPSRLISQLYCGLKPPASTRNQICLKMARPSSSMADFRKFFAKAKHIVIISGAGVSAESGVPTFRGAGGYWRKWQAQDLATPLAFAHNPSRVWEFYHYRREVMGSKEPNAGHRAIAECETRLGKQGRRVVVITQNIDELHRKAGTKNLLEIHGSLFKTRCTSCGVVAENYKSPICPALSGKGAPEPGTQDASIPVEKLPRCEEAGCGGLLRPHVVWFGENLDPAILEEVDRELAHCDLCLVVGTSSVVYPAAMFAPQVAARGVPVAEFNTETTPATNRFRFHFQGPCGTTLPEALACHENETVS
# ERAP1 inh: blocks human ERAP1 aminopeptidase activity; Q9NZ08; recombinant ERAP1, Leu-AMC fluorescence, 60 min; inhibition, % at 10.7 µM; actives 0.15% (n = 340,000);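 active = mean replicate inhibition of at least 30%, or all replicates individually reaching that 30% level; inactive = mean below 30% and not every replicate reaching it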;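 also: 0% = neutral control wells and 100% = L-leucinethiol positive control wells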
# LGR2 antag: inhibitors of bursicon-induced Drosophila LGR2 receptor cAMP signaling; HEK293 LGR2, CRE-luciferase, bursicon-stimulated, 4 h; inhibition, % at 9.99 µM; actives 0.35% (n = 380,000); AID 720647;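 active = drop in luminescence signal, shown as inhibition above about 50% in the replicate tests, limit read from the data, passing the limit was not always enough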;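 also: agonist challenge used bursicon conditioned medium at about half maximal strength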
# Cneo AK release: Cryptococcus neoformans lysis via adenylate kinase release. C. neoformans lysis, adenylate kinase release luminescence, 4 h; normalised: neutral wells 0, clomiphene wells 100. lysis activity, % at 15 µM. actives 0.2% (n = 360,000). AID 651654;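 active = mean lysis activity across replicates of at least 80%, whatever share of replicates individually reach that level; inactive = mean lysis activity below 80%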
#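 Test system: log-phase Cryptococcus neoformans yeast cells; Quantity: yeast cell density of 5 × 10^6 cells/mL; Buffer or medium: YPD; Doses: single compound concentration per well; Timing: 4 h at 37 °C static, read 1 h later; Measured by: AK luminescence; Read-out basis: lysis from increased AK signal; Control set: Clomiphene as positive control.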
# PGC1a acetyl inh: lowers PGC1a acetylation signal in U2OS cells | actives 0.17% (n = 350,000) | inhibition, % at 15.6 µM | AlphaScreen anti-acetyl-lysine; with virally co-expressed GCN5 acetyltransferase;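 active = every replicate shows inhibition of at least 40%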;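 also: 0% = neutral control wells and 100% = positive control wells; some results beyond the cut were filed as inactive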
# S100A4 inh HTS: S100A4-myosin IIA interaction inhibition. actives 0.14% (n = 360,000). AID 652163. S100A4/TAMRA-MyoIIA peptide fluorescence polarization. inhibition, % at 10.7 µM. P26447;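 active = mean inhibition of at least 70% across replicates, with every replicate also reaching that level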
# Target sequence (P26447 whole entry, looked up): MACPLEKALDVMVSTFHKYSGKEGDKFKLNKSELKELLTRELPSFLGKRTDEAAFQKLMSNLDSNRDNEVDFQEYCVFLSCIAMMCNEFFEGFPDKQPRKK
#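 Test system: S100A4 monomer protein. Medium: HEPES buffer with Ca2+, pH 7.2. Reagent: fluorescent myosin IIA peptide, 5 nM. Compound dosing: single-point compound testing. Timing: 5 min between mix addition and reading. Benchmarks: DMSO neutral and TFP positive wells.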
# Xi reactivation: X-chromosome reactivation activator | XiGFP mouse fibroblasts, % GFP-positive cells imaging, 3 d; cells co-treated with 5-aza-dC sensitizer; scaled so ellipticine positive control = 100% | activation, % at 7.58 µM | actives 0.055% (n = 360,000);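 active = mean normalized replicate activation at least 10% and every replicate at or above 10%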;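 also: 0% = median of on-plate neutral control wells and 100% = ellipticine 6 µM median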
#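 Material: XiGFP fibroblasts, SV40-immortalized. Buffer or medium: DMEM plus 5-aza-dC sensitizer. Compound: single concentration per compound, delivered by pin transfer. Times: 3 days compound exposure. Controls: ellipticine 6 µM.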
# C2C12 statin: protects C2C12 myotubes from simvastatin toxicity | ATP luminescence, 48 h; scaled: DMSO 0, geranylgeraniol control 100 | rescue of ATP level, % at 7.49 µM | actives 0.78% (n = 330,000);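 active = mean ATP rescue above about 67%, or every replicate alone reaching that limit, limit read from the data, passing the limit was not always enough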;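 also: myotubes were challenged with 10 µM simvastatin during compound exposure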
# Active calls of the source: *; . = not tested or not shown. A portion of the library; count on the stated rates, not on these rows.
SMILES,SIRT5 inh,ERAP1 inh,LGR2 antag,Cneo AK release,PGC1a acetyl inh,S100A4 inh HTS,Xi reactivation,C2C12 statin
Cc1ccc(C(=O)Nc2ccc(N3CCOCC3)cc2)cc1S(=O)(=O)N1CCCCC1,0,3,-6,0,-2,-1,-0.2,-7
O=C(NCCCl)Nc1ncn[nH]1,.,1,-19,.,.,-3,0.1,.
O=S1(=O)CC(N2CCN(CC3CC3)CC2)CN1C1CCCC1 (configuration not stated),-3,-3,6,1,6,4,.,2
Cc1noc(C)c1NC(=O)N(C)C[C@@H]1Oc2ccc(NS(=O)(=O)c3ccc(Cl)cc3)cc2CC(=O)N([C@@H](C)CO)C[C@H]1C,-7,-3,5,-12,6,17,-0.7,-19
COc1ccc(C(=O)c2coc3ccc(O)cc23)cc1,-3,1,37,-3,5,-2,0.0,15
CCOC(=O)Cc1csc(NC(=O)c2cccc(Cl)c2)n1,-1,0,.,0,8,0,-0.1,.
O=C(C1CCCCC1)N1CC(=O)N2[C@H](C1)[C@H](c1ccc(-c3cccnc3)cc1)[C@@H]2CO,-5,0,5,.,5,4,0.2,.
O=C(NCc1cccnc1)c1ccc(S(=O)(=O)N2CCCCCC2)cc1,2,4,19,.,.,2,0.2,.
Cn1cc(P(=O)(N2CCOCC2)N2CCOCC2)cc1P(=S)(N1CCOCC1)N1CCOCC1,-3,0,9,.,-21,2,-0.3,.
Cc1cc(=O)oc2c3c(cc(OCC(=O)NC4CC4)c12)OC(C)(C)CC3,.,7,.,-2,0,-2,.,-4
CCc1noc(C)c1C(=O)Nc1ccc(C#N)cc1,0,-7,-16,0,2,28,0.0,-14
CCN(CC)CCN(C)Cc1nc(C(c2ccccc2)c2ccccc2)no1,-2,-1,.,0,.,-2,0.3,8
CC(C)CC1C(=O)N(Cc2cn(CCC3OCCO3)nn2)CCS(=O)(=O)N1Cc1ccc(-c2cccc(CO)c2)cc1 (configuration not stated),-3,.,-11,-2,5,0,0.1,-8
COc1cccc(CN2CC3(CN(C)C3)c3c(n(C)c4cc(OC)ccc34)[C@@H]2CO)c1,2,-1,-10,.,0,2,0.0,.
CC(C)(C)c1ccc(-c2nc(C#N)c(N3CCC(C(N)=O)CC3)o2)cc1,-43,-2,-5,2,-3,-5,0.0,-11
CCNc1ccc(C(=O)O)cc1N,0,-19,-1,.,.,14,-0.1,.
COCCN=C1NN=C(c2ccc(C)c([N+](=O)[O-])c2)CS1,-2,-6,12,0,3,-4,0.1,-9
Cc1ccc(S(=O)(=O)Nc2ccc3c(c2)CC(=O)N([C@@H](C)CO)C[C@H](C)[C@H](CN(C)C(=O)Nc2ccc(C(F)(F)F)cc2)O3)cc1,4,-1,-5,-13,-3,-4,-1.0,-4
COc1cccc(C(=O)Nc2ccc3c(c2)C(=O)N(C)C[C@H](OC)[C@@H](C)CN(C(C)=O)[C@H](C)CO3)c1,-1,12,-2,48,-3,-2,0.3,6
COc1ccc(S(=O)(=O)N[C@H]2CC[C@@H](CCn3cc(-c4ccccc4F)nn3)O[C@H]2CO)cc1,-1,1,1,-1,3,15,0.3,2
CC1CCC(NC(=O)CC(C)(C)Cc2nc3ccccc3c(=O)[nH]2)CC1 (configuration not stated),0,-6,2,2,1,-1,.,-32
O=C(C[C@@H]1C=C[C@@H](NS(=O)(=O)c2ccc(F)cc2)[C@@H](CO)O1)NCCc1ccncc1,-1,2,4,-4,9,6,-0.2,-6
O=C(COC(=O)Cc1n[nH]c(=O)c2ccccc12)NNC(=O)c1ccc(Br)cc1,-6,0,13,1,4,6,0.1,1
CCCC1(C(=O)OCC)NC(c2ccc(N(C)C)cc2)C2C(=O)N(c3ccc4c(c3)OCCO4)C(=O)C21 (configuration not stated),.,.,-20,1,47,.,.,-14
COCCNC(=O)C[C@H]1C[C@H]2c3cc(NC(=O)Nc4ccccc4)ccc3O[C@H]2[C@@H](CO)O1,3,-1,2,-61,1,5,0.0,1
COc1ccccc1CNC(=O)CCCC(=O)n1ncc2cc(C)ccc21,0,-1,7,-1,13,1,0.3,7
C[C@H](CO)N1C[C@H](C)[C@@H](CN(C)C(=O)Cc2ccccc2)OCCCC[C@H](C)Oc2ccc(NC(=O)Nc3ccc(F)cc3)cc2C1=O,3,-4,14,0,5,0,-1.1,.
Cc1ccc(NC(=O)c2cnccn2)nc1,-2,-3,-22,2,3,-1,0.4,-1
COc1ccc(CN2C(=O)C(C)Oc3ccccc32)cc1 (configuration not stated),-1,12,7,-1,.,-3,0.0,-3
CCCC(=O)N1CC2(C1)CN(C(=O)C1CCCC1)[C@@H](CO)c1[nH]c3cc(OC)ccc3c12,4,-4,1,.,-2,14,0.2,.

# 16 structures already listed, sorted by length of the SMILES, falling:
SMILES,SIRT5 inh,ERAP1 inh,LGR2 antag,Cneo AK release,PGC1a acetyl inh,S100A4 inh HTS,Xi reactivation,C2C12 statin
Cc1ccc(S(=O)(=O)Nc2ccc3c(c2)CC(=O)N([C@@H](C)CO)C[C@H](C)[C@H](CN(C)C(=O)Nc2ccc(C(F)(F)F)cc2)O3)cc1,4,-1,-5,-13,-3,-4,-1.0,-4
C[C@H](CO)N1C[C@H](C)[C@@H](CN(C)C(=O)Cc2ccccc2)OCCCC[C@H](C)Oc2ccc(NC(=O)Nc3ccc(F)cc3)cc2C1=O,3,-4,14,0,5,0,-1.1,.
COc1cccc(C(=O)Nc2ccc3c(c2)C(=O)N(C)C[C@H](OC)[C@@H](C)CN(C(C)=O)[C@H](C)CO3)c1,-1,12,-2,48,-3,-2,0.3,6
CC(C)CC1C(=O)N(Cc2cn(CCC3OCCO3)nn2)CCS(=O)(=O)N1Cc1ccc(-c2cccc(CO)c2)cc1 (configuration not stated),-3,.,-11,-2,5,0,0.1,-8
O=C(C[C@@H]1C=C[C@@H](NS(=O)(=O)c2ccc(F)cc2)[C@@H](CO)O1)NCCc1ccncc1,-1,2,4,-4,9,6,-0.2,-6
CCCC(=O)N1CC2(C1)CN(C(=O)C1CCCC1)[C@@H](CO)c1[nH]c3cc(OC)ccc3c12,4,-4,1,.,-2,14,0.2,.
COc1cccc(CN2CC3(CN(C)C3)c3c(n(C)c4cc(OC)ccc34)[C@@H]2CO)c1,2,-1,-10,.,0,2,0.0,.
O=C(COC(=O)Cc1n[nH]c(=O)c2ccccc12)NNC(=O)c1ccc(Br)cc1,-6,0,13,1,4,6,0.1,1
CC(C)(C)c1ccc(-c2nc(C#N)c(N3CCC(C(N)=O)CC3)o2)cc1,-43,-2,-5,2,-3,-5,0.0,-11
CC1CCC(NC(=O)CC(C)(C)Cc2nc3ccccc3c(=O)[nH]2)CC1 (configuration not stated),0,-6,2,2,1,-1,.,-32
CCN(CC)CCN(C)Cc1nc(C(c2ccccc2)c2ccccc2)no1,-2,-1,.,0,.,-2,0.3,8
COc1ccccc1CNC(=O)CCCC(=O)n1ncc2cc(C)ccc21,0,-1,7,-1,13,1,0.3,7
COc1ccc(CN2C(=O)C(C)Oc3ccccc32)cc1 (configuration not stated),-1,12,7,-1,.,-3,0.0,-3
CCc1noc(C)c1C(=O)Nc1ccc(C#N)cc1,0,-7,-16,0,2,28,0.0,-14
Cc1ccc(NC(=O)c2cnccn2)nc1,-2,-3,-22,2,3,-1,0.4,-1
CCNc1ccc(C(=O)O)cc1N,0,-19,-1,.,.,14,-0.1,.

# Gathered by group: the entries above with a cyano group.
SMILES,SIRT5 inh,ERAP1 inh,LGR2 antag,Cneo AK release,PGC1a acetyl inh,S100A4 inh HTS,Xi reactivation,C2C12 statin
CCc1noc(C)c1C(=O)Nc1ccc(C#N)cc1,0,-7,-16,0,2,28,0.0,-14
CC(C)(C)c1ccc(-c2nc(C#N)c(N3CCC(C(N)=O)CC3)o2)cc1,-43,-2,-5,2,-3,-5,0.0,-11

# (cont.)
SMILES,SIRT5 inh,ERAP1 inh,LGR2 antag,Cneo AK release,PGC1a acetyl inh,S100A4 inh HTS,Xi reactivation,C2C12 statin
CCOc1cc(CNc2ccc(S(N)(=O)=O)cc2)ccc1OCC(=O)NC(C)(C)C,-2,-2,-5,.,41,6,0.0,-1
O=C(CN1CCc2cc3c(cc2C1)OCCCO3)Nc1cccc(Br)c1,8,0,-3,4,1,3,0.0,2
COc1ccc(OC)c(NC(=O)N2CCCC(C(=O)c3ccccc3OC)C2)c1 (configuration not stated),1,-1,11,3,.,12,0.0,5
CC(C)(C)NC(=O)C(C1CC1)n1c(=O)c(-c2cc3ccccc3[nH]2)nc2ccccc21 (configuration not stated),-2,-9,15,.,.,0,0.1,.
CCC(=O)N(CC)C[C@@H]1[C@@H](c2ccc(-c3cccnc3)cc2)[C@H](CO)N1C(C)=O,-3,1,18,2,9,10,0.0,-4
C[C@H](CO)N1C[C@H](C)[C@@H](CN(C)Cc2ccc(Cl)c(Cl)c2)OCCCC[C@H](C)Oc2ccc(NC(=O)Nc3ccc4c(c3)OCO4)cc2C1=O,-1,-3,9,4,-9,7,-1.2,.
Cc1ccc(S(=O)(=O)N(C)C[C@H]2Oc3c(NC(=O)Nc4ccc(C(F)(F)F)cc4)cccc3C(=O)N([C@H](C)CO)C[C@H]2C)cc1,0,5,0,0,15,-31,0.3,6
Cc1ccsc1/C=C/C(=O)O,-3,-1,13,6,-10,1,0.0,13
COc1ccc(-c2ccc3c(c2)S(=O)(=O)c2cccc(C(=O)NCc4ccccc4Cl)c2C3=O)cc1OC,-4,-1,-18,-2,4,0,0.0,-4
CN(C)CC(=O)N[C@H]1CC[C@H](CC(=O)NCc2ccccc2F)O[C@@H]1CO,2,1,-2,-1,3,-13,0.1,-1
C=CCNC(=O)c1scc2c1CCCC2,1,-2,-9,-1,6,2,.,.
CCn1c(=O)n(CC(=O)Nc2ccc(F)cc2)c(=O)c2ccccc21,0,-3,8,-2,26,1,0.0,4
CCN(CC)Cc1c(O)ccc2c(=O)c(-c3ccccc3)coc12,-11,8,.,2,-1,0,0.0,5
COc1ccc(CNC(=O)CN2C(=O)NC(c3ccccc3)(c3ccccc3)C2=O)cc1,-1,1,-8,0,-1,-6,0.0,-6
C[C@@H]1CN([C@H](C)CO)S(=O)(=O)c2ccc(C#CC3CCCC3)cc2O[C@H]1CN(C)Cc1cncnc1,.,.,-21,.,-11,.,0.3,-47
COc1ccccc1Oc1ccc(-c2cnc3ccccc3n2)cc1[N+](=O)[O-],.,0,-31,4,-9,-1,0.1,.
COc1ccccc1CN1C[C@@H](C)[C@H](OC)CN(C)C(=O)c2ccc(NC(C)=O)cc2OC[C@@H]1C,-1,3,11,3,4,7,-0.6,-4
COc1ccc(N2CCN(C(c3nnnn3C3CCCC3)C(C)C)CC2)cc1 (configuration not stated),0,0,-7,.,10,-5,0.0,16
CN(c1ccccc1)S(=O)(=O)c1cccc(C(=O)OCC(=O)NCc2ccc3c(c2)OCO3)c1,2,1,28,.,.,1,0.1,.
COc1cccc(C2=NOC(C(=O)Nc3cc(C)on3)C2)c1 (configuration not stated),0,.,8,1,-6,1,0.5,-5
Cc1cc2n(c(=O)c1C#N)CCCN2c1ccccc1,1,0,3,-2,-5,2,.,-1
Cc1noc(NS(=O)(=O)c2ccc(NC(=O)c3ccc(Cl)c(S(=O)(=O)N(C)c4ccccc4)c3)cc2)c1C,5,-7,-9,-7,.,6,0.1,2
CN(C)CCCOc1ccc(-c2cc3nc(NCc4cccnc4)n(C)c(=O)c3s2)cn1,-4,-2,-15,-1,16,-8,0.1,-8
COc1cc(Oc2nc(C(F)(F)F)nc3ccccc23)ccc1C=O,-4,3,10,.,.,-9,0.1,4
